Fam108B counter – Fam108B inhibition, counter-screen for RBBP9 inhibitors; AID 1947; 0.33% of 300,000 active; recombinant Fam108B, FP-Rh probe fluorescence polarization; inhibition, % at 9.51 µM;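 active means inhibition above the screen mean inhibition plus 3 SD, computed separately per campaign, cut at about 18% in these data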;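 further: inhibitors lower polarization as less probe binds the enzyme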
GSTO1 counter – blocks human GSTO1 in RBBP9 counter-screen; recombinant GSTO1, activity-based probe fluorescence polarization; inhibition, % at 5.96 µM; 1.1% of 300,000 active; AID 1974;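 active means inhibition above the campaign mean inhibition plus 3 SD, cut at about 35% in these data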;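 further: 0% = GSTO1-1 with DMSO and 100% = wells lacking GSTO1-1 enzyme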
Target sequence (P78417 whole entry, looked up): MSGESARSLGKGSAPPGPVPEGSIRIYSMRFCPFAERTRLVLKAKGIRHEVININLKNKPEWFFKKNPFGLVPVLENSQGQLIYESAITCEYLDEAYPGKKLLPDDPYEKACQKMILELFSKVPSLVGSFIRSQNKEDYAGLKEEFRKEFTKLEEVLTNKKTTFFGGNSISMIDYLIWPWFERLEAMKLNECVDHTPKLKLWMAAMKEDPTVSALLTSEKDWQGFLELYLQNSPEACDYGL
pPAFAH FP inh – pPAFAH (human) enzyme inhibition | inhibition, % at 3.39 µM | AID 463082 | 1.5% of 330,000 active | recombinant pPAFAH, FP-rhodamine probe fluorescence polarization;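 active means inhibition above the mean inhibition across the screen plus 3 SD, cut at about 25% in these data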;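 further: inhibitors block binding of the rhodamine activity-based probe so polarization drops; 0% = enzyme with DMSO and 100% = wells lacking pPAFAH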
PAFAH1B2 FP inh – blocks human PAF acetylhydrolase 1b catalytic subunit 2; P68402; AID 492953; inhibition, % at 3.39 µM; 1.2% of 340,000 active; recombinant PAFAH1B2, FP-rhodamine activity probe, fluorescence polarization;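 active means inhibition above the mean of all tested compounds plus 3 SD, cut at about 24% in these data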;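 further: 0% = enzyme with DMSO and 100% = wells lacking PAFAH1B2; many of its hits are not listed in these tables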
PAD4 FP inh – blocks human protein arginine deiminase 4 | Q9UM07 | recombinant PAD4, RCA probe fluorescence polarization | inhibition, % at 6.36 µM | 0.41% of 330,000 active | AID 485272;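 active means percent inhibition above a cutoff equal to the mean of all tested compounds plus 3 SD, cut at about 15% in these data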;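 further: 0% = PAD4 with RCA probe and DMSO and 100% = probe without PAD4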
PAFAH1B3 inh – PAFAH1B3 (human) inhibition; Q15102; 0.28% of 340,000 active; inhibition, % at 3.39 µM; AID 492972; recombinant PAFAH1B3, FP-rhodamine probe, fluorescence polarization;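 active means inhibition above the screen-wide average of all tested compounds plus 3 SD, cut at about 25% in these data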;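 further: 0% = enzyme with DMSO only and 100% = wells lacking PAFAH1B3 protein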
Target sequence (Q15102 whole entry, looked up): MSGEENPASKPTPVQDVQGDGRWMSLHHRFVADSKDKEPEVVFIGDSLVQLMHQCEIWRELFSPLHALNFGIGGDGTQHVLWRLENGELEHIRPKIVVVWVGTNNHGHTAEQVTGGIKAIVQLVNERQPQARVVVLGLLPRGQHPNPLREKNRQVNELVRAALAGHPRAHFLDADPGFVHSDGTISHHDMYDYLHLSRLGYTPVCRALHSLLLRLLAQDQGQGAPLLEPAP
LYPLA1 counter – LYPLA1 (human) inhibition in PME1 counter-screen; inhibition, % at 5.9 µM; 0.16% of 320,000 active; O75608; recombinant LYPLA1, FP-Rh probe fluorescence polarization;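 active means inhibition above the mean of all tested compounds plus 3 SD, set per campaign, cut at about 14% in these data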;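 further: inhibitors block serine hydrolase probe labeling of LYPLA1 so polarization falls; 0% = enzyme with DMSO and 100% = wells lacking LYPLA1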
PAFAH2 FP inh – PAFAH2 (human) inhibition | Q99487 | recombinant PAFAH2, FP-rhodamine activity probe, fluorescence polarization | inhibition, % at 3.39 µM | 0.99% of 340,000 active;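 active means inhibition above the mean over all tested compounds plus 3 SD, cut at about 30% in these data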;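 further: inhibitors block probe labeling of enzyme so polarization drops; 0% = enzyme with DMSO and 100% = wells lacking PAFAH2 protein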
PME-1 primary – blocks human protein phosphatase methylesterase 1 | recombinant PME-1, FP-Rh probe fluorescence polarization | 0.53% of 320,000 active | Q9Y570 | inhibition, % at 5.9 µM;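 active means inhibition above the campaign mean of all compounds plus 3 SD, cut at about 26% in these data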;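 further: competitive labeling of PME-1 active site by serine hydrolase directed probe; 0% = PME-1 with DMSO and 100% = wells lacking PME-1 enzyme; inhibitors block probe labeling so polarization falls and inhibition rises; many of its hits are not listed in these tables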
Target sequence (Q9Y570 whole entry, looked up): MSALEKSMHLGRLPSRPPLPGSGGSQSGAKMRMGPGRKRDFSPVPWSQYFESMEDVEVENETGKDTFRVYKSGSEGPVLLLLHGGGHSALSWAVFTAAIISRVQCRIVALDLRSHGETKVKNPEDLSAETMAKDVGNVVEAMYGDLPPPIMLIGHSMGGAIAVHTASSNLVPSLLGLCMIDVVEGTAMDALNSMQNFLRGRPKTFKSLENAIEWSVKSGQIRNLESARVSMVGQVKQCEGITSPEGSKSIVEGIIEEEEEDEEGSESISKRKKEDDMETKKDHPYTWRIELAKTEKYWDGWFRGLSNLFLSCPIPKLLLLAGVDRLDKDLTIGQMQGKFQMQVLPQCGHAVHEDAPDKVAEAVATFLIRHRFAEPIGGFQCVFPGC
* hit, by the source's call; . = no result given. The list is partial (hit frequency here may not be typical).

(1) CCOC(=O)C1=C(c2ccccc2)NC(=O)NC1c1ccc(OC)cc1OC (centres undefined)
(2) CCCN(CCC)c1ccc(C(O)c2nnc(-c3ccccc3)o2)cc1 (centres undefined)
(3) Nc1cc(=O)[nH]c(SCc2ccc(Cl)cc2Cl)n1
(4) Cc1cc(C)cc(N2C(=O)C3CC=CCC3C2=O)c1 (centres undefined)
(5) COc1ccccc1N(CC(=O)NCC1CCCO1)C(=O)CCC(=O)Nc1cc(C)on1 (centres undefined)
(6) COc1cccc(NC(=O)CCCOc2cc(=O)n(C)c3ccccc23)c1
(7) COc1ccc(NC(=O)CN(C)C(=O)c2ccc(NS(=O)(=O)c3ccc(F)cc3)cc2)cc1
(8) Cc1ccc(NC(=O)CC2CCCC2)c(Br)c1
(9) CN(C)/C=N/c1nc2ncc(-c3ccc(Cl)cc3)c(/N=C/N(C)C)n2n1
(10) C/C(=N\NC(=O)c1ccc(CSc2nncn2C)cc1)c1ccc(C#N)cc1
screen / no.	1	2	3	4	5	6	7	8	9	10
Fam108B counter	-1	5	-4	-3	2	-2	1	4	1	1
GSTO1 counter	-3	7	-14	-7	-5	0	20	3	2	-1
pPAFAH FP inh	6	6	3	1	3	-1	3	0	2	4
PAFAH1B2 FP inh	7	1	20	6	-3	-3	3	5	4	1
PAD4 FP inh	5	3	1	0	-5	4	-4	-2	-3	-5
PAFAH1B3 inh	7	4	10	3	11	13	15	8	8	2
LYPLA1 counter	-2	-3	-5	0	0	2	-1	-1	-2	-2
PAFAH2 FP inh	-16	2	1	11	4	2	4	-4	0	2
PME-1 primary	0	5	1	-1	-4	2	-4	2	-1	0

(11) Cc1cc(C)c(NC(=O)CN2CCN(C)CC2)c(C)c1
(12) O=C(c1cc(COc2ccc3c(c2)CCCC3)on1)N1CCCC1
(13) Cc1c(C(=O)N2CCCC2)sc(NC(=O)c2ccco2)c1C#N
(14) Oc1ccc(C=Nc2ccc3ncccc3c2)c(O)c1
(15) Cc1ccc(S(=O)(=O)N2CCOC2CNC(=O)C(=O)NCc2ccc(Cl)cc2)cc1 (centres undefined)
(16) O=C(CCN1CCOCC1)Nc1ccc(Cl)cc1
(17) O=C(CN1C(=O)c2ccccc2C1=O)Nc1ccccc1
(18) O=C(Cn1cc(C(F)(F)F)cc(Cl)c1=O)NCc1ccc(F)cc1
(19) CCOC(=O)N1CCN(c2cc3nccnc3cc2F)CC1
(20) CCOc1ncccc1C(=O)OCc1ccc(C#N)cc1
screen / no.	11	12	13	14	15	16	17	18	19	20
Fam108B counter	1	3	3	13	5	-6	-4	0	-5	0
GSTO1 counter	8	0	-6	-10	-1	19	6	2	-1	-1
pPAFAH FP inh	0	6	0	19	10	3	-3	5	-1	6
PAFAH1B2 FP inh	4	8	-7	.	29*	-1	-1	2	0	-1
PAD4 FP inh	-2	-6	4	-40	-5	-2	-3	-2	2	3
PAFAH1B3 inh	0	5	13	.	-3	1	-1	0	-3	1
LYPLA1 counter	-1	3	1	-14	2	2	-1	0	-2	2
PAFAH2 FP inh	-2	0	-4	.	-6	-3	-1	-10	3	1
PME-1 primary	7	2	11	-4	8	6	-5	-6	-1	-1

(21) NC(=O)CC12CC3CC(C1)CC(CC(N)=O)(C3)C2
(22) O=C(CN1C(=O)C2(OCCO2)c2ccccc21)c1ccc(Cl)cc1
(23) COc1cc(C2CC(=O)c3cnc(N)nc3C2)cc(OC)c1OC (centres undefined)
(24) COc1cccc(-c2ncc3ccccc3c2COC(=O)c2ccco2)c1
(25) CC(C)(C)c1ccc(OCC(O)CN2CCN(c3ccccn3)CC2)cc1 (centres undefined)
(26) C[C@H](CO)N1C[C@H](C)[C@@H](CN(C)C(=O)Nc2ccc3c(c2)OCO3)Oc2c(cccc2N(C)C)C1=O
(27) CC(=O)N1c2ccc(S(=O)(=O)N(C)CC(=O)N(C)Cc3ccccc3)cc2CC1C (centres undefined)
(28) CCCN1C2CCCC1CC(NC(=S)NCCCOCC)C2 (centres undefined)
(29) CCC(C)NC(=O)CNC(=S)N(Cc1ccc(F)cc1)C1CCCCC1 (centres undefined)
(30) C/C(=N\NC(=O)c1cccc(S(=O)(=O)N2CCOCC2)c1)c1cc2ccccc2o1
screen / no.	21	22	23	24	25	26	27	28	29	30
Fam108B counter	-1	-4	-1	.	2	.	1	2	-1	0
GSTO1 counter	-1	-7	6	.	6	.	1	6	11	13
pPAFAH FP inh	4	4	6	17	7	4	6	3	6	2
PAFAH1B2 FP inh	0	-1	1	3	3	3	-2	9	7	2
PAD4 FP inh	1	-7	0	-9	-6	-1	-2	2	2	0
PAFAH1B3 inh	11	2	10	5	4	10	7	2	3	10
LYPLA1 counter	4	-4	-1	1	4	.	3	3	2	3
PAFAH2 FP inh	-8	-4	-2	7	-7	2	2	-1	-4	9
PME-1 primary	0	-5	1	-5	2	.	-5	3	5	-1

(31) COc1ccc(-c2cc(-c3ccc(Cl)cc3)n[nH]2)c(O)c1
(32) COc1cc(-c2n[nH]c(=S)n2-c2ccc(Br)cc2)cc(OC)c1OC
(33) CCOc1ccc(CN2CCN(S(=O)(=O)c3ccc(NC(C)=O)cc3)CC2)cc1
(34) COC(=O)C(CCSC)NC(=O)C12CC3CC(CC(C3)C1)C2 (centres undefined)
(35) O=C(CCN1C(=O)C2CCCCC2C1=O)Nc1ccc(F)c(F)c1F (centres undefined)
(36) O=C(Nc1ccc2c(c1)OCO2)C(c1ccccc1)N1CCN(C(=O)c2ccco2)CC1 (centres undefined)
(37) Nc1ccc(-c2nc3cc(N)ccc3s2)cc1
(38) c1ccc(Nc2nc(-c3ccncc3)cs2)cc1
(39) CCOC(=O)N1CCN(CC(=O)Nc2c(C(=O)OC)[nH]c3ccc(Cl)cc23)CC1
(40) COc1ccc(/C=N/Nc2nc(=O)[nH]nc2C)cc1OC
screen / no.	31	32	33	34	35	36	37	38	39	40
Fam108B counter	3	-6	-2	-3	-5	1	2	1	1	0
GSTO1 counter	4	10	4	7	14	-5	3	-4	3	-1
pPAFAH FP inh	-7	-1	3	3	0	6	6	7	-1	-1
PAFAH1B2 FP inh	9	-1	9	4	0	4	-2	4	2	5
PAD4 FP inh	-5	3	3	0	-2	-6	4	2	-1	-3
PAFAH1B3 inh	2	5	7	-1	0	5	9	12	1	8
LYPLA1 counter	-12	0	-2	0	-2	1	-5	-4	-2	3
PAFAH2 FP inh	-1	6	1	-7	2	5	-5	5	8	1
PME-1 primary	42*	-5	-4	-1	7	5	5	5	-4	4

(41) O=C(NNc1nc(-c2ccccc2)cs1)c1ccccc1
(42) C[C@H](CO)N1C[C@H](C)[C@@H](CN(C)S(=O)(=O)c2cn(C)cn2)Oc2ccc(NC(=O)C3CCCCC3)cc2C1=O
(43) COc1ccccc1C1CCN(C(=O)c2ccco2)CC1
(44) Cc1nc2ccccc2n1CCC(=O)Nc1cccc(F)c1
(45) COc1cccc(S(=O)(=O)NCc2ccc(C(=O)Nc3ccc(C)cc3)cc2)c1
(46) COc1cccc(/C=C2/SC(=O)N(CC(=O)N3CCc4ccccc4C3)C2=O)c1OCC(=O)O
(47) Cc1ccc(Cl)cc1N1CCN(C(=O)CN(c2ccccc2)S(=O)(=O)N(C)C)CC1
(48) Cc1n[nH]c(C)c1CCN(C)Cc1cn(C)nc1-c1ccccc1F
(49) COc1ccc2c(CC(=O)N3CCN(S(=O)(=O)c4cccs4)CC3)coc2c1
(50) CCOc1ccc(Oc2ccc(S(=O)(=O)N3CCOCC3)cc2N)cc1
screen / no.	41	42	43	44	45	46	47	48	49	50
Fam108B counter	1	.	0	-1	0	7	-8	-2	-3	-3
GSTO1 counter	3	.	6	0	-10	11	6	13	2	-3
pPAFAH FP inh	3	4	3	-1	0	-1	5	-6	-5	3
PAFAH1B2 FP inh	3	3	-2	4	5	3	3	3	-1	5
PAD4 FP inh	2	-1	0	2	-2	-6	-4	-4	1	-2
PAFAH1B3 inh	8	8	10	4	0	8	1	8	2	2
LYPLA1 counter	-6	.	-1	0	-2	2	0	-3	-1	-2
PAFAH2 FP inh	-9	11	5	6	5	-1	7	2	-2	2
PME-1 primary	-6	.	-2	-1	4	-6	2	-3	-8	0

Along the list, as entered above:
pPAFAH FP inh, entries 41 to 50: 3, 4, 3, -1, 0, -1, 5, -6, -5, 3
LYPLA1 counter, entries 41 to 50: -6, ., -1, 0, -2, 2, 0, -3, -1, -2
PME-1 primary, entries 41 to 50: -6, ., -2, -1, 4, -6, 2, -3, -8, 0

Remaining list, next part.
(51) CC1(C)Oc2ccc(NC(=O)c3ccco3)cc2O1
(52) Cc1ccc(S(=O)(=O)N2CCC(C(=O)NCCCN3CCCC3=O)CC2)cc1
(53) Cc1nn(-c2ccccc2)c(C)c1/C=C1\C(=O)N(C)C(=S)N1C
(54) COCCN(Cc1cc2cc(C)ccc2nc1Cl)C(=O)Nc1ccccc1OC
(55) COc1cc(SC)ccc1C(=O)N1CC(C)OC(C)C1 (centres undefined)
(56) COc1ccc(OCc2cn3c(C)cc(C)nc3n2)cc1
(57) CCN(CC)N=Nc1ccc(S(=O)(=O)Nc2c(C)n(C)n(-c3ccccc3)c2=O)cc1
(58) COc1ccc(NC(=O)/C=C/c2ccccc2)c([N+](=O)[O-])c1
(59) Cc1ccc(NC(=O)CN(C)Cc2cc(=O)n3ccsc3n2)cc1
(60) CC(C)CCn1c(O)c(N=NC(=O)c2ccco2)c2ccccc21
screen / no.	51	52	53	54	55	56	57	58	59	60
Fam108B counter	-2	.	7	4	1	1	1	-2	3	0
GSTO1 counter	9	.	-5	2	3	8	4	-2	3	-4
pPAFAH FP inh	5	-5	1	2	1	-8	6	-2	0	5
PAFAH1B2 FP inh	3	9	5	-1	11	2	6	-1	-1	-2
PAD4 FP inh	0	2	1	1	0	3	4	-2	-3	-1
PAFAH1B3 inh	7	5	12	7	3	5	7	2	1	-1
LYPLA1 counter	2	.	1	0	-1	4	0	1	3	2
PAFAH2 FP inh	1	1	-1	-4	4	-6	-3	0	-1	5
PME-1 primary	4	.	0	-2	3	-6	-5	-4	-3	4

Of the compounds above, these have a furan ring, fused or not.
(13) Cc1c(C(=O)N2CCCC2)sc(NC(=O)c2ccco2)c1C#N
(24) COc1cccc(-c2ncc3ccccc3c2COC(=O)c2ccco2)c1
(30) C/C(=N\NC(=O)c1cccc(S(=O)(=O)N2CCOCC2)c1)c1cc2ccccc2o1
(36) O=C(Nc1ccc2c(c1)OCO2)C(c1ccccc1)N1CCN(C(=O)c2ccco2)CC1 (centres undefined)
(43) COc1ccccc1C1CCN(C(=O)c2ccco2)CC1
(49) COc1ccc2c(CC(=O)N3CCN(S(=O)(=O)c4cccs4)CC3)coc2c1
(51) CC1(C)Oc2ccc(NC(=O)c3ccco3)cc2O1
(60) CC(C)CCn1c(O)c(N=NC(=O)c2ccco2)c2ccccc21
screen / no.	13	24	30	36	43	49	51	60
Fam108B counter	3	.	0	1	0	-3	-2	0
GSTO1 counter	-6	.	13	-5	6	2	9	-4
pPAFAH FP inh	0	17	2	6	3	-5	5	5
PAFAH1B2 FP inh	-7	3	2	4	-2	-1	3	-2
PAD4 FP inh	4	-9	0	-6	0	1	0	-1
PAFAH1B3 inh	13	5	10	5	10	2	7	-1
LYPLA1 counter	1	1	3	1	-1	-1	2	2
PAFAH2 FP inh	-4	7	9	5	5	-2	1	5
PME-1 primary	11	-5	-1	5	-2	-8	4	4

Compound activity (PubChem BioAssay)
